Screening data: PubChem, several laboratories
Cathepsin G inh = human cathepsin G inhibitors, primary screen, biochemical, pooled compound mixtures, AMC fluorescence | P08311 | purified enzyme, AMC-tetrapeptide fluorescence | inhibition, % at 5 µM (by protocol) | actives 0.2% (n = 62,000) | AID 581, 2007;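 active = inhibition above 20% in each of the two mixture wells holding the compound; inactive = inhibition of 20% or less in either well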;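 also: 0% = enzyme control without mixture and 100% = blank lacking enzyme; strong numbers were not always called active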
Target sequence (P08311 21-244 limits assumed): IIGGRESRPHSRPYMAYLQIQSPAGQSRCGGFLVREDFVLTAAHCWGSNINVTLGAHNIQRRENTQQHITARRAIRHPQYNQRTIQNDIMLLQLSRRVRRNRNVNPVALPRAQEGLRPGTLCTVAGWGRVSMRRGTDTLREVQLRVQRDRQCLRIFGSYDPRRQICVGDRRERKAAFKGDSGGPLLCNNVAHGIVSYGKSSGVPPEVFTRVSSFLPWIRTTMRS
FXIa mix inh = FXIa protease inhibitors in compound pools, primary screen, biochemical, 10-compound mixtures; purified FXIa, fluorogenic substrate, pooled mixtures; actives 0.19% (n = 62,000); Coagulation factor XI (Homo sapiens), P03951; inhibition, % at 5 µM;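 also: each value is inhibition by a whole ten-compound pool holding the compound; 0% = enzyme with no mixture and 100% = wells lacking enzyme; strong numbers were not always called active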
Target sequence (P03951 19-387 limits assumed): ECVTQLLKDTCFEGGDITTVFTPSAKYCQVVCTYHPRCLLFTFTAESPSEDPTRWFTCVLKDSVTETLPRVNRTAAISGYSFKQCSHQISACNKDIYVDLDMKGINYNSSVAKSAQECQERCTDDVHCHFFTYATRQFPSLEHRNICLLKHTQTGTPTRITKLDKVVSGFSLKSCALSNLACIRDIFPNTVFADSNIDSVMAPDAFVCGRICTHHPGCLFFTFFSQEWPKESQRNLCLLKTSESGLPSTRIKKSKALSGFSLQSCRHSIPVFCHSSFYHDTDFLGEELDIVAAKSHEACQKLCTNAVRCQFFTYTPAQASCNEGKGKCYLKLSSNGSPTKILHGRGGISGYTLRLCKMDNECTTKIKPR
Target sequence (P03951 388-625 limits assumed): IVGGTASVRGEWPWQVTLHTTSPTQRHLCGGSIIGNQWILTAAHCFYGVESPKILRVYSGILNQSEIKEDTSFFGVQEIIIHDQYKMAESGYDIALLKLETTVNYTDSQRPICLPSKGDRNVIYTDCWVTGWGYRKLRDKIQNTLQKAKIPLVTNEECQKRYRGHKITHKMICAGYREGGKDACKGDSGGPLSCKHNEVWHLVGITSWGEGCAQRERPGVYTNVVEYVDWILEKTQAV
MKP-1 inh = MKP-1 phosphatase inhibitors, primary screen, biochemical, in vitro; AID 374, 2006; inhibition, %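 (compounds tested at a single concentration somewhere between 10 and 100 µM)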; actives 0.15% (n = 65,000); recombinant MKP-1, OMFP hydrolysis fluorescence; Dual specificity protein phosphatase 1 (Homo sapiens), P28562;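 active = inhibition above about 50%, limit read from the data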;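 also: 0% = DMSO max control wells and 100% = wells with enzyme stopped by NaOH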
HTR1A agonist = human 5-HT1a receptor agonists, primary screen, cell-based, CHO, Ga15 NFAT-bla reporter | 5-hydroxytryptamine receptor 1A (Homo sapiens), P08908 | CHO 5-HT1a Ga15 NFAT-bla reporter, FRET ratio; 0% basal, 100% maximal reference agonist | activation, % at 10 µM | actives 0.56% (n = 65,000) | AID 567, 2006;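 active = activation above the screen-wide mean activation plus 3 SD, cut at about 19% in these data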;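 also: 0% = DMSO wells and 100% = 5-CT at EC100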
C1s inh = complement C1s protease inhibitors, primary screen, biochemical, 10-compound mixtures; Complement C1s subcomponent (Homo sapiens), P09871; purified C1s, fluorogenic AMC substrate, pooled mixtures; mean inhibition % of two 10-compound mixtures (stronger effect = higher value), % at 5 µM (by protocol); actives 0.16% (n = 62,000); AID 538, 2006;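 active = inhibition above 20% in each of the two 10-compound mixture wells holding the compound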;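 also: 0% = enzyme wells lacking compound mixture and 100% = no-enzyme blank wells; some compounds called inactive have numbers as strong as hits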
CatL block = inhibitors of human cathepsin L, biochemical. Procathepsin L (Homo sapiens), P07711. actives 0.17% (n = 58,000). inhibition, %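 (tested at 10 µM)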. purified cathepsin L, fluorogenic substrate, fluorescence; in the data active = inhibition above about 45%;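 also: 0% = enzyme with no compound and 100% = no enzyme blank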
Target sequence (P07711 114-288 limits assumed): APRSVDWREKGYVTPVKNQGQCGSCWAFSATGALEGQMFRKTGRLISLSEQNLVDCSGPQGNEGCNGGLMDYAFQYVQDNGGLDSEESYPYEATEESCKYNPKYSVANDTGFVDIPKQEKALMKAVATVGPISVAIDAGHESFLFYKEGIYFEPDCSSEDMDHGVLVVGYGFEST
Target sequence (P07711 292-333 limits assumed): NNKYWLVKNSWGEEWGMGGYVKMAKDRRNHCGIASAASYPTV
FXIIa inh mix = human factor XIIa inhibitors, primary screen, biochemical, pooled compound mixtures, fluorogenic substrate; inhibition, % at 5 µM; actives 0.2% (n = 62,000); purified FXIIa;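 also: 0% = enzyme without compound and 100% = no enzyme blank; some results filed as inactive read as strong as hits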
Hsp90 block = tumor Hsp90 inhibitors, primary screen, cell lysate, fluorescence polarization, NCI-N417 lysate; inhibition, % at 30 µM; actives 0.35% (n = 64,000); Cy3B-geldanamycin FP displacement; AID 429, 2006; Heat shock protein HSP 90-alpha (Homo sapiens), P07900;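 active = inhibition above 50%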;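 also: 0% = tracer plus lysate wells and 100% = tracer alone without lysate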
Cdc25B inh = inhibitors of Cdc25B phosphatase catalytic domain, primary screen, biochemical, OMFP fluorescence. inhibition, %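 (compounds tested at 10 µM final in the well)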. M-phase inducer phosphatase 2 (Homo sapiens), P30305. AID 368, 2006. actives 0.1% (n = 65,000). recombinant Cdc25B, OMFP fluorescence Ex485/Em525; in the data active = inhibition above about 50%
An asterisk follows results filed as active; nt = no result given. Rule as the data show it, unless noted: active = inhibition above about 20% (passing the limit was not always enough); inactive = the rest.

SMILES	Cathepsin G inh	FXIa mix inh	MKP-1 inh	HTR1A agonist	C1s inh	CatL block	FXIIa inh mix	Hsp90 block	Cdc25B inh
O=C1CC(C(=O)N(c2ccc(F)cc2)C(C(=O)NC2CCCC2)c2ccccn2)CS1 (configuration not stated)	-2.1	1.3	-14.7	-0.9	-4.3	-0.7	-14.1	-0.6	-8.3
O=C(O)CCC(=O)N1CCc2cc(S(=O)(=O)NC3CCCC3)ccc21	-1.1	9.4	19.9	-3.0	0.4	11.2	-8.9	-2.0	-2.7
CN(C)CCCN1C(=O)C(=O)/C(=C(/O)c2ccccc2)C1c1ccccn1 (configuration not stated)	nt	nt	-14.2	-0.2	nt	-9.1	nt	-3.4	19.4
Cc1c(C(=O)NCC(C)C)sc2nc(-c3ccc(F)cc3)cn12	2.7	2.9	15.9	1.7	-27.1	18.0	8.4	-3.2	-4.3
Cc1noc(C)c1C(=O)Nc1ccccn1	-18.6	-31.2	-9.2	0.8	-163.7	-0.4	-6.6	-13.7	-4.4
CC1(C)CC(=O)c2cc(C(=O)N3CCCCC3)c(=O)n(-c3ccc(Cl)cc3)c2C1	-5.7	8.1	-5.3	-2.4	-35.5	-4.1	5.5	-0.5	-4.6
O=C(COC(=O)Cc1ccc(S(=O)(=O)N2CCOCC2)s1)NCc1ccccc1	4.6	-1.0	-6.5	-1.0	0.3	25.6	8.4	-6.8	2.8
CC(C)(C)NC(=O)NC(=O)COC(=O)C1CC(=O)N(Cc2ccccc2)C1 (configuration not stated)	8.5	2.8	4.8	-0.9	-10.5	nt	-0.2	nt	-5.2
CCOC(=O)c1sc(C)c(C(N)=O)c1NC1=NCCCCC1	-0.7	-2.3	9.3	0.2	-1.6	10.5	-1.6	0.8	1.4
Cc1ccc(C2/C(=C(/O)c3ccc(Cl)cc3)C(=O)C(=O)N2CC2CCCO2)o1 (configuration not stated)	1.3	11.4	5.9	1.2	-22.2	12.4	5.3	-3.1	3.7
COc1cc(C2NC(C(=O)O)CS2)ccc1OCc1ccccc1C#N (configuration not stated)	-2.5	1.3	6.8	-2.4	-30.6	1.8	5.8	1.3	4.1
O=C(NCCN1CCOCC1)c1ccc2c(c1)ncn2C1CCCCC1	6.3	0.2	3.5	-3.8	5.4	9.0	7.5	-4.7	4.6
O=C(CN1C(=O)c2ccccc2S1(=O)=O)N1CCOCC1	-13.6	1.9	4.1	0.9	-44.6	7.6	-25.9	-4.6	-15.2
Cc1cc(C)n(C(=O)CNC(=O)Cc2ccccc2)n1	2.7	8.4	10.8	1.0	5.7	6.2	-20.6	-2.6	-3.4
O=c1c2c3c(sc2nc2n1CCCCC2)CCCC3	-4.3	1.5	6.3	-1.9	-16.0	3.8	2.3	2.4	-7.1
COc1ccccc1-c1cc(-c2cc(Cl)ccc2O)n[nH]1	nt	nt	-19.2	2.6	nt	nt	nt	0.5	2.1
CCCCCCOC(=O)C(C#N)c1nc2ccccc2nc1N1CCN(CC)CC1 (configuration not stated)	3.0	-5.5	29.6	-2.6	-28.5	-13.0	-25.6	-21.8	-14.1
O=C(Nc1ccc(OC(=O)c2cccs2)cc1)c1ccco1	-1.2	5.9	8.4	-1.5	0.3	nt	-1.4	-1.9	-7.2
CCCCSc1nnc(CCCCCNC(=O)OC(C)(C)C)o1	1.1	1.6	-2.4	-2.5	-17.1	11.2	6.4	-1.3	-1.2
COCCNC(=O)C(c1cccc(OC)c1)N(C(=O)Cn1nnc2ccccc21)c1cccnc1 (configuration not stated)	8.7	-0.4	-18.5	-1.5	3.9	5.1	2.8	-2.1	-8.1
COc1ccccc1-c1nnc2sc(COc3ccc(F)cc3)nn12	9.2	-1.5	-8.4	-1.1	3.8	-1.7	3.7	0.5	-2.9
CCn1c(C(C)NC(=O)Cc2ccccc2)nc2ccccc21 (configuration not stated)	-0.4	6.6	1.4	-1.2	0.0	nt	-4.1	nt	-9.2
COc1cccc(C2NC(=O)NC(C)=C2C(=O)Nc2cccc(C)c2C)c1 (configuration not stated)	12.4	5.5	-13.4	1.0	15.4	14.5	21.4*	-2.0	4.0
Cc1ccc(C(=O)C2C(c3cccs3)NC(=O)NC2(O)C(F)(F)F)cc1 (configuration not stated)	nt	nt	11.6	-3.6	nt	20.7	nt	-2.4	7.7
Cc1cc(C)n(-c2nc3ccccc3nc2N2CCN(S(=O)(=O)c3ccc(F)c(C)c3)CC2)n1	1.3	4.4	-2.0	0.8	-39.4	1.7	-7.8	-2.1	0.6
Other results follow:
SMILES	Cathepsin G inh	FXIa mix inh	MKP-1 inh	HTR1A agonist	C1s inh	CatL block	FXIIa inh mix	Hsp90 block	Cdc25B inh
Cc1ccccc1N1C(=O)CC(N2CCC(C(N)=O)CC2)C1=O (configuration not stated)	9.5	4.5	-21.3	-1.1	10.8	5.5	2.7	-1.3	-7.5
COc1ccc(CNc2nc3c(c(=O)n(Cc4ccc(Br)cc4)c(=O)n3C)n2C)cc1	5.8	-3.2	2.2	9.4	-17.9	10.0	-3.9	-3.0	-8.6
O=C1Nc2ccc(S(=O)(=O)N3CCCCCC3)c3cccc1c23	-4.0	-3.6	0.0	0.1	-12.5	-9.6	-1.5	-4.4	-5.5
CCN1CCN(c2nc3c(c(=O)[nH]c(=O)n3C)n2CCCSc2ncccn2)CC1	12.4	-0.8	-12.8	61.6*	1.9	nt	5.7	-0.8	1.6
CC(C)OCCCNc1ncnc2c1[nH]c1ccccc12	-0.8	8.5	-2.9	-0.9	-2.0	-14.9	6.7	-9.8	7.4
O=C(Nc1ccccn1)C(NS(=O)(=O)c1cccc2nsnc12)c1ccccc1 (configuration not stated)	7.0	6.3	2.2	-1.2	11.8	0.0	6.3	-6.0	-2.9
CCCOc1ccccc1-c1nc(SCCC(=O)O)n[nH]1	-24.4	-36.9	11.8	-2.2	-256.1	-3.3	3.2	-5.6	-9.8
COc1ccc(CNC(=O)COC(=O)c2ccc3c(c2)OCCO3)cc1	11.2	2.7	4.1	0.9	10.5	-5.2	6.0	0.7	-21.1
COc1ccc(O)c(-c2cc(-c3cccs3)[nH]n2)c1	-10.6	-8.6	-2.6	-1.5	-66.9	-2.5	7.3	11.8	6.3
CCC(=O)Nc1cccc(NC(=O)c2cc3ccccc3o2)c1	-2.8	-0.9	9.4	-3.7	2.5	-1.7	10.2	-2.6	-5.4
c1ccc(C2C3=C(Nc4ncnn42)c2ccccc2CCC3)cc1 (configuration not stated)	2.1	7.3	-19.9	-1.1	4.5	0.2	12.4	2.4	-15.9
CCCCCCNC(=O)C(C#N)c1nc2ccccc2nc1N1CCCC1 (configuration not stated)	-13.7	1.1	2.3	1.9	-25.8	-9.2	12.3	2.1	23.4
CCCCC(=O)Nc1ccc(C(=O)N2CCN(C)CC2)cc1	12.3	2.0	4.8	0.5	14.9	13.3	-11.3	3.2	0.8
CCc1nc2scc(-c3ccccc3)c2c(=O)n1N	-9.9	-1.1	0.3	-0.5	-12.7	0.2	-14.1	-0.8	22.2
O=C1C(=O)N(CCO)C(c2cccc(F)c2)/C1=C(\O)c1ccc(Cl)cc1 (configuration not stated)	7.8	8.2	1.8	-2.6	-1.5	-1.8	2.6	-4.7	-0.3
O=C(CSc1nc2ccccc2c(=O)n1Cc1ccco1)c1ccccc1	43.5	5.5	9.9	4.7	7.5	3.3	5.5	-1.1	-10.8
O=C(O)CC1SC(=O)N(Cc2ccccc2)C1=O (configuration not stated)	6.7	-6.2	-5.0	-2.9	-4.5	15.3	-25.6	1.7	2.9
Cn1c(SCC(=O)N2CCCc3ccccc32)nnc1-c1cccs1	8.7	7.7	21.6	-2.3	7.4	7.3	2.9	-1.9	1.2
Cc1ccc2c(CC(=O)N3CCc4ccccc43)coc2c1	-1.7	3.8	-4.3	-1.3	-2.7	7.4	-4.6	-5.6	1.2
COC(=O)C1=C(C)N=C2SCCC(=O)N2C1c1cccs1 (configuration not stated)	-8.6	-5.1	6.4	-3.2	-81.1	nt	3.6	-4.3	53.5*
O=C(c1noc2c1CCCC2)N1CCCCC1	7.6	-1.0	6.4	-1.8	4.3	11.4	3.2	-4.9	-8.2
Cc1cc(NC(=O)CSc2nc3cc4c(cc3c(=O)n2CCc2ccccc2)OCO4)no1	9.3	2.2	6.2	-1.5	5.2	17.8	-0.5	-2.4	-8.9
Cc1nnc(NC(=O)C2CCCCC2)s1	-6.3	-6.0	3.0	-0.7	-16.2	1.7	8.4	0.2	-8.2
Cc1ccc(NC(=O)COC(=O)c2ccnn2C)cc1	5.4	-5.0	20.2	-0.9	17.1	16.9	0.1	-0.4	-3.4
CCCNS(=O)(=O)c1ccc(CCC(=O)Nc2ccc3c(c2)OCO3)cc1	10.4	0.7	17.1	-3.9	3.9	10.6	-6.2	0.9	4.0

Copied from above (two entries):
SMILES	Cathepsin G inh	FXIa mix inh	MKP-1 inh	HTR1A agonist	C1s inh	CatL block	FXIIa inh mix	Hsp90 block	Cdc25B inh
Cc1ccc(NC(=O)COC(=O)c2ccnn2C)cc1	5.4	-5.0	20.2	-0.9	17.1	16.9	0.1	-0.4	-3.4
CCCNS(=O)(=O)c1ccc(CCC(=O)Nc2ccc3c(c2)OCO3)cc1	10.4	0.7	17.1	-3.9	3.9	10.6	-6.2	0.9	4.0

More entries.
SMILES	Cathepsin G inh	FXIa mix inh	MKP-1 inh	HTR1A agonist	C1s inh	CatL block	FXIIa inh mix	Hsp90 block	Cdc25B inh
NC12CC3CC(C1)CC(CO)(C3)O2	0.2	4.4	1.5	-4.1	10.2	9.7	4.6	-0.8	-12.5
CC1(C)Cn2c(nnc2-c2ccccc2)S1	6.7	-3.0	2.9	-0.3	-29.9	-13.3	-0.4	-2.4	-5.5
CCSc1nc(C)c(CC)c(C)c1C(N)=O	-3.6	4.8	-6.5	-1.1	0.1	nt	6.7	-4.0	-10.9
Oc1c(Cl)cc(Cl)c2c1NCCC2	10.1	12.7	-5.0	-1.0	8.3	2.3	-11.8	36.2	5.8
CCn1c(SCC(=O)Nc2nc3ccc(OC)cc3s2)nc2c1c(=O)n(C)c(=O)n2C	8.2	-1.0	50.0*	4.5	-23.7	-1.4	7.0	-2.2	2.2
O=C(CSCC(=O)N1CCOCC1)Nc1ccccc1	0.3	8.4	5.7	-2.8	1.3	-11.1	1.3	-5.4	-13.7
CCOC(=O)C1CCN(S(=O)(=O)c2ccc(Br)c(OCC)c2)CC1	-3.6	0.0	5.2	8.3	1.6	-1.5	-9.5	1.1	-10.6
Clc1cccc(CSc2nnc(-c3cccnc3)n2Cc2ccco2)c1	9.0	2.7	18.7	-3.4	14.6	4.1	4.5	-5.3	-5.4
O=C(CS(=O)CC(=O)Nc1ccc(Cl)cc1)NCC1OCCc2ccccc21 (configuration not stated)	-16.2	2.5	5.1	-2.1	29.3	-2.5	1.5	-2.9	3.5
Nc1ncnc2c1ncn2CCN1CCCCC1	3.1	6.0	15.9	-0.5	-20.9	-0.8	-18.2	-0.8	7.2
CCOC(=O)CC(=O)CSc1nc(C)cc(-c2cccnc2)c1C#N	8.4	4.8	0.2	-3.1	0.0	9.1	7.0	-14.5	-8.7
Cc1cccc(C)c1OCC(=O)Nc1ncn[nH]1	8.9	6.2	14.4	-1.8	8.3	16.0	6.8	-4.3	1.3

Entries listed so far printed as active in FXIIa inh mix:
compound | Cathepsin G inh | FXIa mix inh | MKP-1 inh | HTR1A agonist | C1s inh | CatL block | FXIIa inh mix | Cdc25B inh
COc1cccc(C2NC(=O)NC(C)=C2C(=O)Nc2cccc(C)c2C)c1 (configuration not stated) | 12.4 | 5.5 | -13.4 | 1.0 | 15.4 | 14.5 | 21.4* | 4.0

Compounds were not picked by outcome. About 1.6% of those tested had a hit in this group.
